# mcGAS RapidFire – inhibitors of Mus musculus cyclic GMP-AMP synthase, initial high-throughput assay, cell-free, RapidFire MS; 130,000 compounds, 0.18% hits; recombinant mouse cGAS, cGAMP by RapidFire MS; inhibition, % at 12.5 µM; Q8C6L5; AID 1259397, 2018;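 active means inhibition of cGAS enzyme activity at or above 60%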;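 further: enzyme stimulated by 45 bp dsDNA with ATP and GTP substrates; cGAMP share of summed cGAMP plus half ATP and half GTP signals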
# Target sequence (Q8C6L5 whole entry, looked up): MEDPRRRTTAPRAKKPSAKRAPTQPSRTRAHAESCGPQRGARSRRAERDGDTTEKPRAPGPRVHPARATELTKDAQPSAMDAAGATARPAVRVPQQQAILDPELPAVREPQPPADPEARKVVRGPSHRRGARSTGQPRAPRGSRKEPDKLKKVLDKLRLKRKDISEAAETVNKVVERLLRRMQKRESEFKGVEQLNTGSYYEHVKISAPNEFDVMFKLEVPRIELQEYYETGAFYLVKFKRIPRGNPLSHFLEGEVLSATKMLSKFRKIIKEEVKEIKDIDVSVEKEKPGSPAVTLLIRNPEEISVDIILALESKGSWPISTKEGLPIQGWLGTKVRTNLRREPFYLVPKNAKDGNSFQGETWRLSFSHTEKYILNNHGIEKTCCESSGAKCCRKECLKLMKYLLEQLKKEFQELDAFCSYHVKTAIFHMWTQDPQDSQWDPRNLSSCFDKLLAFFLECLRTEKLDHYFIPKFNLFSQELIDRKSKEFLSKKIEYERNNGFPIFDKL
# Numbers without * were called inactive; & = joins results of further samples.
SMILES,mcGAS RapidFire
C=CCN1C[C@H](C)N([C@H](c2ccc(C(=O)N(CC)CC)cc2)c2cccc(O)c2)C[C@H]1C,-19
NC(=Nc1ccc(NC(=O)C2CCCCC2)cc1)N[N+](=O)[O-],9
COc1cc(Cl)cc(CN2CCN(CC3CC3)CC2)c1OC,-16
O=C(Cc1ccc(F)cc1)N(CCN1CCOCC1)c1nc2c(F)cccc2s1,-3
CCOC(=O)C1C(=O)N(CC)C23CCCCC2C1c1ccccc1O3 (stereo not drawn),-5
CS(=O)(=O)Nc1ccc(Cc2noc(-c3ccc4[nH]cc(CCN)c4c3)n2)cc1,-18
O=C(COc1ccc(Cl)cc1)N1CCN(C(C(=O)N2CCc3ccccc3C2)C2CCCC2)CC1 (stereo not drawn),-3
COc1ccc(C(c2ccc(OC)cc2)C(Cl)(Cl)Cl)cc1,-5
O=C(NC1CN2CCC1CC2)c1cc(Br)cc2[nH]cnc12 (stereo not drawn),-8
CN(C)C(=O)Oc1ccc2c(=O)c(Oc3ccccc3Br)coc2c1,9
CCN(CC)C(=O)CN1CCCN(C(=O)COc2ccc(O)cc2)CC1,-7
Cc1ncc(C(=O)N2C[C@@H](c3ccccc3)[C@@H]3[C@H]2C2CCN3CC2)cn1,-7
C/C=C1/C[C@@H](C)[C@](O)(CO)C(=O)OCC2=CCN3CC[C@@H](OC1=O)[C@@H]23,7
CCc1nnc(CN2CCC3(CC2)C(=O)Nc2ccccc23)o1,-41
CN1C2CCC1CC1(C2)C(C#N)(C#N)C1(C#N)C#N,-2
C[C@]12COC(=O)C[C@@H]1CC[C@@H]1[C@@H]2CC[C@@]2(C)[C@H]1CC[C@]2(C)O,5
CCc1nn2c(=O)cc(CN3CCCC4(CNC(=O)O4)C3)nc2s1 (stereo not drawn),-29
Cc1ccc(NC2=NCC(C)S2)cc1 (stereo not drawn),-10
CSc1ccc(C(=O)C2CCCN(Cc3ccc4nonc4c3)C2)cc1 (stereo not drawn),-8
Cc1c(C(=O)N2CC[C@@H]3CC[C@H](C2)N3C)cnn1-c1ccccn1,-47
CCOC(=O)c1ccc(CN2CCC3(CC2)C(=O)Nc2ccccc23)o1,-14
CCCN1C2CCC1CC(C(=O)NC(C)(CC)CC)C2 (stereo not drawn),-12
CCCn1c(C)c(C(=O)Nc2ccc(C#N)cc2)c2cc(OC)ccc21,-9
C1CCC2(C1)NN2CCN1NC12CCCC2 (stereo not drawn),-4
C#CC1(O)CCC2C3CCC4=CC(=O)CCC4(C)C3CCC21C (stereo not drawn),-6
O=C1Nc2ccccc2C12CCN(Cc1ccnn1-c1ccccc1)CC2,-19
COc1ccc(C2NCCc3[nH]cnc32)c(F)c1 (stereo not drawn),-6
CCN(CC)P1(=S)OC(c2ccc(F)cc2)=Nc2c1c(C)nn2CCC#N (stereo not drawn),-13
NCc1cccnc1,-1
C=C(C)C1CC=C(CN(C)C2CCN(C)CC2)CC1 (stereo not drawn),6
O=C(Nc1ccc([N+](=O)[O-])cc1)c1cccn(Cc2cccc(C(F)(F)F)c2)c1=O,-4
Cc1cc(NC(=O)c2cccn(Cc3ccccc3F)c2=O)c2ccccc2n1,-7
COc1ccc2c(c1)c(C(=O)NC(C)C(C)C)c(C)n2C1CC1 (stereo not drawn),-8
Cc1cccc(CC(C)NCc2c(C(=O)N3CCCC3)nc3sccn23)n1 (stereo not drawn),0
CC(C)(C)OC(=O)N1CCC(Nc2ccc(C#N)c(C(F)(F)F)c2)C1 (stereo not drawn),-8
OC1CNCC1N1CCCC1 (stereo not drawn),1
CSc1nc2ccccc2c(=O)n1-c1cc(C(F)(F)F)ccc1Cl,3
N#Cc1ccc(Cl)cc1NC(=O)c1cccn(Cc2ccccc2Cl)c1=O,-6
CCOC(=O)CCN1CC1C(=O)OCC (stereo not drawn),-25
COP1(=S)C2=C(N3CCOCC3)CC(C)(C)CC2=NN1c1ccccc1 (stereo not drawn),6
Cc1nnc2n1-c1ccc(Cl)cc1C(c1ccccc1)=NC2,5&6
COc1cc(OC)c(OC)cc1C=C1C(=O)NC(=S)NC1=O,-6
CC12CN3CC(C)(CN(C1)C3(C)C)C2=O,-12
Cc1cc2ncc(C(=O)N3CC[C@@H]4CC[C@H](C3)N4C)c(=O)n2[nH]1,8
CCCCn1nc(C)c(C(=O)Nc2cc(C)ccc2F)c1Cl,-5

# Not a retest: 2 of the compounds above.
SMILES,mcGAS RapidFire
COc1cc(Cl)cc(CN2CCN(CC3CC3)CC2)c1OC,-16
O=C(Cc1ccc(F)cc1)N(CCN1CCOCC1)c1nc2c(F)cccc2s1,-3

# Given with tabs: part of the list above
SMILES	mcGAS RapidFire
Cc1cccc(CC(C)NCc2c(C(=O)N3CCCC3)nc3sccn23)n1 (stereo not drawn)	0
CC(C)(C)OC(=O)N1CCC(Nc2ccc(C#N)c(C(F)(F)F)c2)C1 (stereo not drawn)	-8
OC1CNCC1N1CCCC1 (stereo not drawn)	1
CSc1nc2ccccc2c(=O)n1-c1cc(C(F)(F)F)ccc1Cl	3
N#Cc1ccc(Cl)cc1NC(=O)c1cccn(Cc2ccccc2Cl)c1=O	-6

# Next part.
SMILES,mcGAS RapidFire
Cc1cc(CS(=O)C(c2ccccc2)c2ccccc2)on1 (stereo not drawn),-9
CN(C)CC1CSCCC1(O)c1ccc(C(F)(F)F)cc1 (stereo not drawn),-2
CCOC(=O)c1ncn2c1CN(C)C(=O)c1cc(N=[N+]=[N-])ccc1-2,-17
NC(=O)c1ccccc1NC(=O)c1cccn(Cc2ccc(F)cc2)c1=O,-8
COc1ccccc1CC(C)N(C)Cc1cc(=O)c(O)co1 (stereo not drawn),5
Cc1ccc(C)n1C(Cc1cnc[nH]1)C(=O)O (stereo not drawn),-1
O=[N+]([O-])c1ccc(O)c([N+](=O)[O-])c1,96*
O/N=C1/C(=C/c2ccc(O)cc2)N2CCC1CC2,-1
Oc1cc(Cl)c(Cl)cc1Cl,14
CSc1nc(NC(C)C)nc(NC(C)C)n1,-8
CCC(NC(C)=O)C1=CCN(CCc2c[nH]c3ccccc23)CC1 (stereo not drawn),-3
CN1CCC2(CCN(Cc3ccncc3Cl)CC2)C1,-18
CNC(=O)Oc1ccc(OCc2cccc[n+]2C)cc1,-3
CCCC12CN3CC(C)(CN(C1)C3C(C)C)C2=O (stereo not drawn),-26
CCOC(=O)[C@@]1(C#N)[C@@H]2C=CC(C(N)=O)=CN2[C@@H](C(C)=O)[C@@H]1c1cccnc1,-7
Cc1cc(CC(C)NC2CCC3(CCNCC3)CC2)n[nH]1 (stereo not drawn),-8
CCn1cc(NC(=O)c2cn(CC(C)C)c3ccccc23)ccc1=O,-7
Nc1ncn[nH]1,-4
CCOC(=O)NC(C(=O)NC(C)Cc1ccccc1Cl)C(C)C (stereo not drawn),-4
Cc1cc(=O)n(CC(=O)N2CC[C@H]3CNC[C@H]32)c2ccccc12,4
CC(Sc1n[nH]c(C2CC2)n1)C(=O)Nc1ccc(C#N)c(Cl)c1 (stereo not drawn),7
CN(C)C(=O)c1ccc(-c2cccc3c2CCNC3)o1,-6
c1ccc2c(c1)CCCCC21CCCNC1 (stereo not drawn),4
ClC1=C(Cl)C2(Cl)C3C4C=CC(C4)C3C1(Cl)C2(Cl)Cl (stereo not drawn),-3
Cc1ccccc1Cn1cc(C(=O)NCC[C@@H]2C[C@@H]3C=C[C@H]2C3)nn1,-3
O=C(CSCc1ccccc1Cl)NCCc1cnc[nH]1,-10
CC(=O)O[C@H]1C[C@@H](OC(C)=O)C(C)(C)C2C[C@@H](OC(C)=O)[C@]3(C)C(CC[C@@]4(C)[C@H](c5ccoc5)C[C@H]5O[C@]543)[C@]21C (stereo partly drawn),-14
Cc1ccsc1C(=O)C1CCCN(Cc2ccc(C#CC(C)(C)O)s2)C1 (stereo not drawn),0
Cc1ccc(C)c(Cn2cccc(C(=O)Nc3cc(Cl)ccc3C#N)c2=O)c1,-7
O=P1(N(CCCl)CCCl)NCCCO1 (stereo not drawn),-12&0&1
CC(C)N1CCN(Cc2c[nH]c3ccccc23)CC1CCO (stereo not drawn),-7
N#Cc1ccc(NCCS(=O)(=O)N2CCOCC2)cc1Cl,4
Fc1cccc([C@@H]2CN(Cc3nccs3)[C@@H]3C4CCN(CC4)[C@@H]32)c1F,-26
Cc1ccc(C)c(C(O)CNC(C)C)c1 (stereo not drawn),2
O=C(NC1CCN2CCCCC12)c1cc(-c2cccc(F)c2)no1 (stereo not drawn),-5
CC(C)(C#N)O[C@@H]1O[C@H](CO)[C@@H](O)[C@H](O)[C@H]1O,-2
CCCC1NC2(C(=O)NC(=O)NC2=O)C2C(=O)N(c3cccc4ccccc34)C(=O)C12 (stereo not drawn),-6
Cc1cccc2nc(CNC(=O)C3CC4(CCNCC4)CN3)cn12 (stereo not drawn),-8
CCCCN(CC)c1c([N+](=O)[O-])cc(C(F)(F)F)cc1[N+](=O)[O-],-2
O=C(Nc1ccccc1C(F)(F)F)c1cccn(Cc2ccccc2Cl)c1=O,-7
C[C@]12CC3SC3C[C@@H]1CC[C@@H]1[C@@H]2CC[C@]2(C)[C@@H](O)CC[C@@H]12 (stereo partly drawn),-3
Cc1cc2nc(NC(=O)c3ccn(C(C)C)n3)sc2cc1C,-3
Cc1nc(N2CCCN3CCC[C@H]3C2)c2cnn(C)c2n1,-18
ON1C2CCCCC2N(O)C1c1ccccc1 (stereo not drawn),1
S=C(NCCN1CCOCC1)NNP(=S)(c1ccccc1)c1ccccc1,-10

# Entries shown so far with two or more sulfur atoms, in the order listed:
SMILES,mcGAS RapidFire
Cc1ccsc1C(=O)C1CCCN(Cc2ccc(C#CC(C)(C)O)s2)C1 (stereo not drawn),0
S=C(NCCN1CCOCC1)NNP(=S)(c1ccccc1)c1ccccc1,-10

# Additional results follow:
SMILES,mcGAS RapidFire
COC(=O)C1C2c3ccccc3OC1(C)N=c1s/c(=C\c3ccoc3)c(=O)n12 (stereo not drawn),6
CCOP(=S)(NC(C)C)OCC,3
CC(Cn1cncn1)NCc1csc2c1CCCC2 (stereo not drawn),-11
CC1(C)CC2=NN(c3ccccc3)P(=S)(OC(C)(C)C)C2=C(N2CCCCC2)C1 (stereo not drawn),3
Cc1cccc(Cn2cccc(C(=O)Nc3ccc(F)c(F)c3F)c2=O)c1,-3
CCc1nc(C)sc1CN1CCC2(CC1)C(=O)N(C)c1ccccc12,-28
COc1cc2c(c(OC)c1OC)-c1ccc(O)c(=O)cc1[C@@H](N)CC2,7
CC(C)NP(=O)(c1ccccc1)C(C)(C)C (stereo not drawn),-18
CC1CCC(C#N)(N(C)C(=O)CN2CC=C(c3ccccc3)CC2)CC1 (stereo not drawn),-1
c1ccc(CCc2cn(CCc3cnc[nH]3)nn2)cc1,-14
O=Cc1cn(Cc2ccc(Cl)cc2)c2ccccc12,1
O=C1CC[C@@]2(O)[C@H]3Cc4ccc(O)c5c4C2(CCN3CC2CC2)[C@H]1O5,-5
COc1ccccc1-c1ccc(N2C[C@@H]3C[C@@H](C2)c2cccc(=O)n2C3)nn1,-11
c1ccc2nc(N3CCNCC3)ccc2c1,-9&-7&1
CC(=O)Oc1c2c(c(CC=C(C)C)c3c1C(=O)C1=C[C@@H]4CC5C(C)(C)OC(C/C=C(\C)C(=O)O)(C4=O)[C@@]15O3)OC(C)(CCC=C(C)C)C=C2 (stereo partly drawn),-1
CN1C(=CP(=S)(C2CCCCC2)N2CCOCC2)C(C)(C)c2ccccc21 (stereo not drawn),47
O=P(Nc1cccc(F)c1)(Oc1ccccc1F)Oc1ccccc1F,0
COc1cccc([C@]2(O)CCCC[C@H]2CN(C)C)c1,-4
CCCCC(CC)CNC1CCN(C(C)C)CC1 (stereo not drawn),-11
O=C(CN1CCCC1)c1cccc(C(F)(F)F)c1,-2
Cc1nc(C)c(CC(=O)N2CCCC3(CCNC3)C2)c(=O)[nH]1 (stereo not drawn),-14
C[C@@H]1O[C@@H](O[C@H]2C[C@@H](O)[C@]3(CO)[C@H]4[C@H](O)C[C@]5(C)[C@@H](C6=CC(=O)OC6)CC[C@]5(O)[C@@H]4CC[C@]3(O)C2)[C@H](O)[C@H](O)[C@H]1O,-1
CC(C)N1CCC(c2ccccc2)C1 (stereo not drawn),-13
CC(C)C(Br)C(=O)NC(N)=O (stereo not drawn),1
Cc1ccnc(CC(C)N(C)Cc2ccc3c(C)cc(=O)oc3c2)c1 (stereo not drawn),-18
Fc1cccc(C2NCc3ccccc3-n3cccc32)c1F (stereo not drawn),-2
CN1CCc2nc3sc4c(=O)c(=O)[nH][nH]c4c3cc2C1,-1
CN(C)CCc1ccc(Nc2ncccc2C#N)cc1,-7
CCOc1ccc2[nH]c(=O)c(C3NCCc4[nH]cnc43)cc2c1 (stereo not drawn),-9
CCCn1cc(CN2C[C@H](c3ccccc3)[C@@H]3[C@H]2C2CCN3CC2)c(C)n1,-28
O=C(Nc1ccon1)c1cccn(Cc2ccccc2F)c1=O,-8
O=C(Nc1cccnc1)c1cccn(Cc2cccc(Cl)c2)c1=O,-7
O=C(c1cnn2c1CCCC2)N1C[C@H](c2ccccc2)[C@@H]2[C@H]1C1CCN2CC1,-9
N#CC(C#N)=NNc1ccccc1,1
CCCNc1nc(SC)nc2c1cnn2CCN,-7
CCN1C[C@]2(OC(=O)c3ccccc3NC(C)=O)CCC(OC)[C@]34C1[C@H](CC23)[C@@]1(O)CC(OC)[C@H]2CC4C1(O)[C@H]2OC (stereo partly drawn),-10

# 5 of the compounds above, bar-delimited:
Molecule | mcGAS RapidFire
O=C(Nc1ccon1)c1cccn(Cc2ccccc2F)c1=O | -8
O=C(Nc1cccnc1)c1cccn(Cc2cccc(Cl)c2)c1=O | -7
O=C(c1cnn2c1CCCC2)N1C[C@H](c2ccccc2)[C@@H]2[C@H]1C1CCN2CC1 | -9
N#CC(C#N)=NNc1ccccc1 | 1
CCCNc1nc(SC)nc2c1cnn2CCN | -7

# Not all compounds are listed; rates above refer to the full screens.
